ABCB6 inh MLPCN = blocks the human ABCB6 transporter. Q9NP58. K562-ABCB6 porphyrin accumulation, flow cytometry, 1 h; stronger effect = lower value. fluorescence ratio to DMSO, % at 10 µM. 0.19% of 360,000 active. AID 602162;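 active = fluorescence ratio to DMSO below 75%, the collection mean minus 3 SD; inconclusive = too few cells collected in the well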;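 note: signal is porphyrin accumulated inside mitochondria; 100% equals median channel fluorescence of DMSO control wells; lower ratio means ABCB6 inhibition with less porphyrin fluorescence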
TLR9-MyD88 inh = TLR9-MyD88 interaction inhibition; Q9NR96+Q99836; CHO BLA complementation TLR9-MyD88, CCF4 FRET ratio; inhibition, % at 4.98 µM; 0.21% of 340,000 active; AID 504734;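 active = inhibition above the mean over all tested compounds plus 3 SD, cut at about 21% in these data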;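 note: 0% = DMSO only wells and 100% = clavulanate BLA inhibitor control wells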
Exocytosis inh = blocks lytic granule exocytosis. TALL-104 LAMP-1 surface exposure, flow cytometry; cells stimulated with thapsigargin and PMA. AID 651702. inhibition, % at 10 µM. 0.66% of 360,000 active;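 active = inhibition above about 55%, limit read from the data; inconclusive = no clear call, values can overlap the other calls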
Glyco luc inh = blocks N-linked glycosylation in D54 reporter cells; D54 ERlucT glycosylation luciferase reporter, 24 h; percent of 100 nM tunicamycin response; reporter increase, % at 12.5 µM; 0.23% of 360,000 active; AID 588692;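 active = mean luciferase reporter signal, scaled so untreated is 0 and the glycosylation-blocking control 100, at or above a set limit in every replicate; inconclusive = mean reaches the limit but not every replicate does; inactive = mean below the limit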;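 note: luciferase carries N-glycosylation sites so blocking glycosylation raises the light; 0% = median of neutral control wells and 100% = median of 100 nM tunicamycin wells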
MC4R antagonist = human MC4R antagonism in cAMP assay; P32245; MC4R-expressing cells, MTII-stimulated cAMP, LANCE TR-FRET; inhibition, % at 6.5 µM; 0.48% of 360,000 active;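 active = inhibition above its plate's cutoff, the mean of tested wells on that plate plus 3 SD, cut at about 29% in these data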;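 note: 0% = Melanotan II alone and 100% = Melanotan II plus saturating MCL0020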
Target sequence (P32245 whole entry, looked up): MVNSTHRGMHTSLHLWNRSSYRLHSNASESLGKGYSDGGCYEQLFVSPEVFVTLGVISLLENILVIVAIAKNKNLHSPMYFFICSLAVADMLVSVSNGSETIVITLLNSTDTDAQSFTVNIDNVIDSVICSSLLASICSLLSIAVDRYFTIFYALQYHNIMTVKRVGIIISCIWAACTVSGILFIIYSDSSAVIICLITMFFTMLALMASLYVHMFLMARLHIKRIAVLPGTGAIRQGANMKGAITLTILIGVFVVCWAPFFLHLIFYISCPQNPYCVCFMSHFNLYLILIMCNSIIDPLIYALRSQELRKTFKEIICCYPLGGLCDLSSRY
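Assay system: human MC4R-expressing U2OS cells; reagent: Melanotan II stimulation of cells; dosing: 6.5 µM single dose; timing: compound 30 min, challenge 1 h, detection 1 h; signal: TR-FRET cAMP assay; replicates: one well per compound, no replicates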
ABHD5-PLIN5 inh = blocks binding of human ABHD5 to perilipin-5 | 0.78% of 360,000 active | Split G. princeps luciferase complementation, luminescence, 4 h | inhibition, % at 4 µM | Q00G26+Q8WTS1;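 active = inhibition above the mean inhibition across every tested compound plus 3 SD, cut at about 22% in these data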;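 note: 0% = DMSO only wells and the 100% control is not disclosed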
Vif inh = HIV Vif inhibition | AID 602346 | 0.35% of 340,000 active | inhibition, % at 7.49 µM | HEK293T cells, Vif self-association by quenched fluorescence, imaging, 24 h; in the data active = inhibition above about 50%, passing the limit was not always enough; inconclusive = no clear call, values can overlap the other calls; inactive = below about 31%; note: some results filed as inactive read as strong as hits
aDG glyco act = alpha-DG glycosylation activation. Pro5-aDG cells, alpha-DG glycosylation AlphaScreen (IIH6); 0% Pro5, 100% B10-LARGE cell signal. activation, % at 10 µM. 0.22% of 360,000 active. AID 624168;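 active = activation of at least 8% versus controls, or a plate z-score of at least 8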;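 note: Pro5 are CHO cells carrying HIG-tagged alpha-DG that lacks glycosylation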
MC4R barr agon = human MC4R agonism via beta-arrestin; P32245; AID 540308; U2OS MC4R beta-arrestin complementation, luminescence; percent of melanotan II response, DMSO zero; activation, % at 8.9 µM; 0.98% of 360,000 active;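 active = activation above a per-plate cutoff, the mean activation of sample wells on that plate plus 3 SD, cut at about 8% in these data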
NOD2-RIPK2 inh = blocks binding of human NOD2 to RIPK2. O43353. CHO BLA complementation NOD2-RIPK2, CCF4 ratio. inhibition, % at 4.98 µM. 0.38% of 360,000 active; in the data active = inhibition above about 21%;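 note: 0% = vehicle only and 100% = reference blocker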
Target sequence (O43353 whole entry, looked up): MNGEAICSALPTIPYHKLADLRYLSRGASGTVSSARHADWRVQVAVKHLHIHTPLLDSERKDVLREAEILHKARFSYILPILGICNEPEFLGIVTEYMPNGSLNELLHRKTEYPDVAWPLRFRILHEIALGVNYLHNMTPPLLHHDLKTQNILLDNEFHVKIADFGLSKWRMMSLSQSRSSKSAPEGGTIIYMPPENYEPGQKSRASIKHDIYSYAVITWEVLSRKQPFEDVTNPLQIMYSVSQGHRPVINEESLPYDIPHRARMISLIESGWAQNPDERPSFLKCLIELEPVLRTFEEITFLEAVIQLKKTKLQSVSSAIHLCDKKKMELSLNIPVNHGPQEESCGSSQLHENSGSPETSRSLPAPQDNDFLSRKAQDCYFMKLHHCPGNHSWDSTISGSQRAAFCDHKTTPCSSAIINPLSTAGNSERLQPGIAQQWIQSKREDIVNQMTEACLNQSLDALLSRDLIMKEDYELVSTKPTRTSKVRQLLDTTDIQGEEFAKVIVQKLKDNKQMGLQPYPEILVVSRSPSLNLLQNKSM
Starred values were filed as active, the others as inactive; ? = inconclusive; / = no result given. This is a subset (hit frequency here may not be typical).

ABCB6 inh MLPCN | TLR9-MyD88 inh | Exocytosis inh | Molecule | Glyco luc inh | MC4R antagonist | ABHD5-PLIN5 inh | Vif inh | aDG glyco act | MC4R barr agon | NOD2-RIPK2 inh
103 | -3 | -4 | Cc1c(N2C(=O)/C(=C3\C(=O)N(CC(=O)O)c4ccccc43)SC2=S)c(=O)n(-c2ccccc2)n1C | 1 | -6 | 4 | 1 | 0.3 | -1.8 | -10
102 | -22 | 3 | Cc1ccccc1-n1ccnc1SCC(=O)NC1CCCC1 | -1 | 6 | -8 | 0 | 0.1 | 0.9 | -20
103 | -2 | -2 | NC(=O)COC(=O)c1cc([N+](=O)[O-])ccc1NCCO | 0 | 10 | -1 | -12 | 0.2 | -0.4 | -16
103 | -9 | -2 | COC(=O)CCC(=O)Nc1ccccc1C(=O)Nc1ccccc1 | 0 | 4 | -6 | 26 | 0.6 | 0.3 | -12
102 | -7 | 0 | COCCCn1c(=NC(=O)c2ccncc2)c(C#N)cc2c(=O)n3cccc(C)c3nc21 | 1 | 3 | 4 | 2 | -0.3 | -2.4 | -3
100 | / | 1 | Cn1c(=O)c2c(-c3ccccc3)n(-c3cc(C(=O)O)ccc3O)cc2n(C)c1=O | 0 | / | -2 | -6 | -0.1 | / | 2
103 | -1 | 2 | CCN(CC(=O)Nc1cc(Cl)ccc1C)C(=O)Cc1sc(C)nc1-c1ccc(F)cc1 | 0 | 4 | -11 | -12 | 0.3 | -4.0 | 1
101 | 4 | -1 | COc1ccc(-c2nc3ccc(C(=O)NCC(OC)OC)cc3nc2-c2ccc(OC)c(OC)c2)cc1OC | -6 | 7 | 5 | 6 | -0.2 | -1.1 | -5
88 | -8 | -3 | c1ccc(C(=C2CCCO2)c2ccccc2)cc1 | -2 | -5 | -5 | 7 | 0.1 | 0.2 | 7
94 | 7 | -22 | COCCNC(=O)CN(CC1CCCO1)C(=O)CCC(=O)Nc1ccccn1 (stereo not given) | 0 | 0 | 4 | -7 | -0.4 | -0.5 | -5
/ | / | 2 | CCOc1cc(-c2ccccc2)nc2c1CN(S(=O)(=O)c1ccc(C)cc1)C(c1cccc(Cl)c1)C2 (stereo not given) | / | / | -2 | / | -0.2 | / | -6
92 | 9 | -4 | COc1ccc(CNC(=O)CN(C)S(=O)(=O)c2ccc(Cl)cc2)cc1 | 0 | 0 | -5 | -1 | 0.2 | -2.2 | -1
95 | -7 | -2 | C/C(=N/NC(=O)c1cc(O)c(O)c(O)c1)c1ccc([N+](=O)[O-])cc1 | 1 | 11 | -6 | 2 | -0.1 | -0.8 | -12
94 | -7 | -3 | CN(Cc1ccccc1)C(=O)CN1CCN(S(=O)(=O)c2ccc(Cl)c(Cl)c2)CC1 | -1 | -1 | 7 | 25 | 0.3 | 2.0 | 3
90 | -2 | 3 | CC(=O)C1=C(NC(=O)c2ccc(F)cc2)CC2C1C2(C)C (stereo not given) | 4 | 3 | -5 | -1 | -0.1 | 2.7 | 0
99 | / | -4 | O=C(NCc1cccc(F)c1)Nc1nnc([C@H]2C[C@H](O)[C@@H](CO)O2)s1 | 2 | 1 | -1 | 2 | -0.1 | -1.0 | -4
99 | -6 | -3 | COC(=O)/C=C/C(=O)Nc1cccc(C(F)(F)F)c1 | ? | 10 | 5 | -15 | 0.4 | -2.7 | 1
108 | 3 | -1 | Cc1ccccc1Cn1nc(C)c(NC(=O)c2cc3n(n2)C(C(F)F)CC(C(F)F)N3)c1C (stereo not given) | -2 | 0 | 5 | -1 | -0.3 | -0.6 | -3
101 | 0 | 7 | C=CCNC(=O)c1onc(CSc2ccc(C(C)C)cc2)c1C(=O)O | 2 | -1 | 8 | 0 | -0.2 | -1.6 | 1
102 | -3 | 20 | Cc1cccc(NC(=O)COc2coc(CN3CCN(Cc4ccccc4)CC3)cc2=O)c1 | 3 | 6 | -3 | 0 | 0.5 | -2.8 | 2
102 | 1 | -2 | CCCc1[nH]nc2c1C1(C(=O)N(CC)c3ccccc31)C(C#N)=C(N)O2 (stereo not given) | -3 | 3 | 5 | -8 | -0.2 | -1.6 | -12
103 | -1 | 0 | NC(=O)C1CCN(C(=O)C23CC4CC(CC(C4)C2)C3)CC1 | 0 | -1 | -1 | 16 | -0.3 | 2.8 | -10
102 | 10 | 0 | COc1ccc2[nH]c(=O)c(CN(CCCN(C)C)C(=O)Nc3ccc(F)cc3)cc2c1 | 0 | 5 | 0 | 0 | -0.2 | -0.6 | -13
98 | / | -2 | CN(C)c1cc(-c2ccc(C#N)cc2)oc(=O)c1Cl | -1 | 2 | 2 | -16 | 0.1 | -0.3 | -4
93 | 4 | -3 | CCOc1ccccc1NC(=O)COC(=O)C1CC1 | 2 | -9 | 5 | 4 | 0.2 | 0.0 | -3
97 | 11 | 2 | COc1ccc(N(Cc2cc3ccccc3[nH]c2=O)S(=O)(=O)c2ccccc2)cc1 | -3 | 0 | 6 | 1 | 0.0 | -2.4 | -4
99 | 0 | 6 | COC(=O)COc1ccc(NS(=O)(=O)c2cccc([N+](=O)[O-])c2)cc1 | 1 | 31* | -8 | 4 | -0.5 | -2.3 | -6
94 | -2 | 11 | COCCNC(=O)C12CC3CC(C1)CC(c1ccccc1)(C3)C2 | -2 | -4 | 1 | 7 | -0.3 | -1.1 | -5
94 | -2 | 0 | COc1cccc(/C=N/n2nnnc2N)c1OCc1ccccc1Cl | 1 | 11 | 0 | -10 | 0.1 | 8.0 | -11
102 | -2 | -4 | COc1ccc(Cl)cc1S(=O)(=O)N1CCN(c2ccc(F)cc2)CC1 | -2 | -1 | -9 | 1 | 0.0 | -0.6 | 2
98 | -1 | -14 | CCOC(=O)C1CCN(C(=O)COC(=O)c2c(C)c(CC)nc3ccccc23)CC1 | 2 | 2 | -3 | -3 | 0.1 | -2.4 | -3
110 | / | 19 | CC(=O)Nc1cccc(-c2ccnc3c2CC(C)(C(=O)NCc2ccc(F)c(F)c2)O3)c1 (stereo not given) | 22 | -26 | 1 | -1 | 0.0 | -0.8 | 6
104 | -6 | 0 | COc1ccc(NC(=O)C(OC(=O)c2cnccn2)c2ccccc2)cc1Cl (stereo not given) | 3 | 3 | 1 | 1 | -0.1 | -3.3 | -7
109 | 2 | -3 | COc1cc(NC(=O)c2ccc(NS(=O)(=O)c3c(C)noc3C)cc2)cc(OC)c1 | -1 | 4 | -3 | 2 | 0.0 | -1.1 | 5
98 | -9 | -8 | COc1ccc(OCC(=O)NCCNC(=O)c2ccccn2)cc1 | 1 | 4 | 0 | -3 | 0.0 | 1.6 | -5
96 | -2 | 0 | CCN(CC)C(=O)c1ncn2c1c(=O)[nH]c1ccccc12 | 4 | -5 | 8 | 4 | 0.5 | 0.8 | -10
97 | 15 | 6 | Cc1c(O)ccc2c(-c3ccccc3)cc(=O)oc12 | -9 | -9 | 0 | -2 | 0.2 | 2.5 | 19
95 | 6 | 0 | Cc1c(Cl)cccc1NC(=O)CC(C(=O)O)C1CCCO1 (stereo not given) | 2 | -2 | 1 | 98* | -0.2 | -1.6 | 1
93 | -1 | 2 | Cc1ccc(SCC(=O)NC(=O)Nc2ccc3c(c2)OCCO3)cc1C | -1 | 5 | -4 | -1 | -0.1 | 15* | -6
98 | -5 | -2 | Cn1ccnc1SCC(=O)Nc1ccc(Oc2ccccc2)cc1 | -5 | 5 | 8 | -4 | -0.3 | -1.5 | 5
100 | 6 | 2 | O=C(OCc1nnc(-c2ccccc2)o1)c1cc(F)c(F)cc1Cl | 1 | 26 | 2 | 6 | 0.0 | 1.5 | 9
101 | -13 | -1 | Cn1c(Cl)c(/C=N/OC(=O)C(C)(C)C)c2ccccc21 | -1 | -1 | -3 | 3 | 4.0 | -0.1 | -12
101 | 5 | -14 | O=C(Nc1nc2c(Cl)ccc(Cl)c2s1)C1CC1 | 2 | -1 | 3 | / | 0.0 | 1.3 | 7
101 | 3 | 2 | O=C(NCCO)C1(c2ccccc2)CCCC1 | -1 | 4 | -1 | 1 | -0.1 | -3.1 | 7
98 | 8 | -1 | CCOC(=O)C1=C(C)NC(C)=C(C(=O)OCC)C1c1ccc(O)cc1 | 5 | 1 | -2 | -12 | -0.5 | -1.5 | -56
93 | -13 | 19 | COc1ccc2c(c1)CC/C(=C/c1ccccn1)C2=O | 6 | 3 | 19 | 20 | 0.6 | -2.3 | -4
97 | 4 | -5 | COC(C/C=C/[C@@H](O)[C@@H](C)OCc1ccccc1)OC | -1 | 5 | 9 | / | 0.1 | -1.1 | 5
169 | -3 | 6 | CC(=O)N1CCC(C(=O)NCCOc2cccc(C)c2)CC1 | 2 | 0 | 8 | -19 | -0.1 | 0.7 | 0
107 | 6 | -19 | O=C(COC(=O)c1c[nH]c2ccccc12)Nc1ccccc1 | 2 | -3 | 5 | 12 | -0.1 | -2.9 | 4
98 | / | -4 | CNNC(=S)Nc1cccc(C(F)(F)F)c1 | 1 | 1 | -5 | 0 | -0.2 | 1.0 | -5

The listing continues.
ABCB6 inh MLPCN | TLR9-MyD88 inh | Exocytosis inh | Molecule | Glyco luc inh | MC4R antagonist | ABHD5-PLIN5 inh | Vif inh | aDG glyco act | MC4R barr agon | NOD2-RIPK2 inh
103 | 3 | 0 | O=C(Nc1sc2c(c1C(=O)O)CCCCC2)c1ccccc1F | -8 | 23 | 3 | -2 | 0.6 | -1.2 | -6
102 | -5 | 0 | O=c1c(-c2ccccc2)c(O)nc2ccccn12 | 5 | -3 | 3 | 6 | 0.1 | 1.0 | 11
94 | -12 | -3 | COc1ccccc1CNC(=O)COC(=O)c1cc(-c2ccco2)nc2ccccc12 | 1 | 23 | 5 | 3 | -0.1 | 0.7 | -15
97 | 1 | 1 | O=c1[nH]c2cc3c(cc2cc1CN(CC1CCCO1)S(=O)(=O)c1ccc(Cl)cc1)OCCO3 (stereo not given) | 6 | 7 | 6 | -3 | -0.1 | 0.3 | -14
122 | 7 | -2 | O=C1C(Cl)=C(Nc2ccccc2O)C(=O)N1c1ccccc1 | 4 | -17 | 5 | 4 | 0.5 | -3.0 | 5
94 | 4 | 0 | O=C(Nc1ccc(Cc2ccncc2)cc1)c1ccc(Cl)c([N+](=O)[O-])c1 | -2 | 15 | 1 | -2 | 1.9 | -0.7 | 0
90 | 7 | 8 | C=CCNC(=O)c1ccc(CSc2nc3ccccc3s2)cc1 | -3 | 3 | -4 | -9 | 0.6 | -3.1 | 2
106 | / | -8 | O=C1/C(=C/c2ccco2)SC(=S)N1CC1CCCO1 (stereo not given) | -3 | -4 | -6 | / | 0.2 | -2.0 | 2

Bioassay records (PubChem BioAssay)
